SRC3 TRFRET art = TR-FRET detection interference compounds, artefact control for PPARgamma SRC-3 recruitment agonists, biochemical, TR-FRET ratio. TR-FRET artefact counter-screen, PPARgamma/SRC-3 format; active compounds read high. TR-FRET ratio at 8 µM. actives 0.39% (n = 99,000). AID 1048, 2008; in the data active = TR-FRET ratio above about 2000; also: inactives centre near 1600
SRC1 TRFRET art = TR-FRET detection interference compounds, primary screen, artefact control for PPARgamma SRC-1 recruitment agonists, biochemical, TR-FRET emission ratio; TR-FRET detection artefact counter-screen; active compounds read high; AID 1051, 2008; TR-FRET ratio at 8 µM; actives 0.34% (n = 99,000); in the data active = TR-FRET ratio above about 2300; also: inactives centre near 1800
Active calls of the source: *. Some of the compounds tested; rates above refer to the full screens.

#	SMILES	SRC3 TRFRET art	SRC1 TRFRET art
1	Cc1ncccc1C(=O)N1CCCC(C(=O)c2ccc3c4c(cccc24)CC3)C1 (stereo not drawn)	1641	1734
2	Cc1ccc(N2OC3C(=O)NC(=O)C3C2c2ccco2)cc1 (stereo not drawn)	1547	1932
3	Cc1ccc(CNC(=O)c2sc3ccc(S(=O)(=O)N4CCCCC4)cc3c2N)cc1	1491	1707
4	Cc1ccc(C(=O)NC(C)c2ccccc2)cc1Br (stereo not drawn)	1697	1620
5	CSC[C@@H]1NC(=S)N(c2ccc(C)cc2)C1=O	1700	1820
6	COC(=O)c1ccc(CSc2nnnn2C)o1	1556	1670
7	COc1ccc2c(c1)Sc1ccccc1N2	1823	2097
8	CN(C1CCCCC1)S(=O)(=O)c1ccc(NC(=O)Cn2nc(-c3ccc(F)cc3)ccc2=O)cc1	1634	1844
9	Fc1ccc(Nc2nc(-c3ccncc3)nc3ccccc23)cc1	1633	1729
10	Cc1c(Cc2ccc3c(c2)OCO3)sc(NC(=O)c2ccc3ccccc3c2)c1C(N)=O	1669	1993
11	COc1ccc(/C(N)=N/OC(=O)CCc2ccccc2)cc1OC	1382	1582
12	CC(=O)OCC1=C(C(=O)O)N2C(=O)C(NC(=O)c3ccc(COc4cccc(Cl)c4Cl)o3)C2SC1 (stereo not drawn)	1444	1539
13	O=c1cc(-c2ccc3c(c2)OCO3)oc2ccccc12	1634	2778*
14	Cc1ccc(-c2csc(NC(=O)c3ccc(C)o3)n2)cc1	1779	1847
15	Cc1cc(C)cc(N(CC(=O)NC2CCCC2)C(=O)C2(C)CC(=O)N=C3C=CC=CN32)c1 (stereo not drawn)	1626	1802
16	O=C(COC(=O)c1ccc(N2CCCC2=O)cc1)NCc1ccco1	1654	1911
17	CC(C)(C)NC(=O)N1CCC(CO)(Cc2ccccc2Cl)CC1	1528	1816
18	Cc1[nH]n(-c2ncc(-c3ccccc3)s2)c(=O)c1C(c1ccc(Cl)cc1)C(C#N)C#N (stereo not drawn)	1679	1755
19	COCCNC(=O)/C(C#N)=C/c1cc(C)n(-c2ccc(C)cc2)c1C	1783	1638
20	Cc1cccc(C)c1NC(=O)COC(=O)CCC(=O)c1cccs1	1567	1509

The results go on:
#	SMILES	SRC3 TRFRET art	SRC1 TRFRET art
21	COc1ccc(C(=O)OCC(=O)NCc2ccccc2)c(OC)c1OC	1690	1959
22	CCCCCCN1C(=O)C(O)=C(C(C)=O)C1c1ccccc1[N+](=O)[O-] (stereo not drawn)	1535	1687
23	Cc1nn(-c2ccccc2)c(N2CCCC2)c1/C=N/NC(=O)c1cc2ccccc2cc1O	1651	1769
24	Brc1ccc(CNCc2cccs2)cc1	1609	1578
25	CCOC1(c2ccccc2)OC(=O)c2ccccc21 (stereo not drawn)	1610	1605
26	CCCN(CCC)S(=O)(=O)c1ccc(C(=O)Nc2nc(-c3ccccc3)c(C(=O)OCC)s2)cc1	1606	1807
27	CCOC(=O)N1CCN(C(=O)c2ccccc2NC(C)=O)CC1	1498	1847
28	Cc1ccc(C2c3c(C)nn(-c4ccc([N+](=O)[O-])cc4)c3N=C3C(=O)Nc4ccccc4N32)cc1 (stereo not drawn)	1581	2045
29	COc1cc(/C=N/NC(=O)Cn2nnc3ccccc32)ccc1O	1611	1663
30	CCCNc1nc2ccccc2c(=O)[nH]1	1425	1692
31	O=C(NCCCn1ccnc1)/C(=C\c1cccnc1)NC(=O)c1ccco1	1514	1856
32	Cc1cccc(C)c1NC(=O)c1cc(-c2ccccn2)nc2ccccc12	1479	1645
33	O=C(COc1ccccc1[N+](=O)[O-])Nc1ccc2c(c1)OCO2	1453	1852
34	Cc1ccc(OCC(=O)NC(=S)Nc2cccc(NC(=O)c3ccccc3Cl)c2)cc1	1614	1887
35	Cc1[nH]c2ccc(F)cc2c1CCN(Cc1cccnc1)C(=S)Nc1cccc(F)c1	1575	1713
36	O=C(CCN1CCOCC1)Nc1cccc(Br)c1	1790	1523
37	CN(Cc1ccccc1)C(=O)C1CCN(S(C)(=O)=O)CC1	1553	1778
38	Cc1nnc(SCC(=O)N2CC(=O)Nc3ccccc32)n1-c1ccccc1	1385	1903
39	CN(C(=O)COC(=O)c1cccc(NS(=O)(=O)c2ccc(F)c(F)c2)c1)C1CCS(=O)(=O)C1 (stereo not drawn)	1499	1488
40	Cc1ccc(C(=O)O)cc1N1CCCC1=O	1512	1732

Continuation.
#	SMILES	SRC3 TRFRET art	SRC1 TRFRET art
41	O=S(=O)(c1ccc(Br)cc1)c1cnc2ccccc2n1	1498	2022
42	Cc1ccccc1NC(=O)NC(N)=O	1467	1720
43	CO/C=C\C=C/c1nnn(-c2ccc(Cl)cc2)n1	1491	1635
44	Cc1ccc(N/N=C/c2c(C)c(C#N)c(=O)n(C)c2O)cc1C	1400	1544
45	Cc1cc(C)nc(Nc2n[nH]c(-c3ccccc3Cl)n2)n1	1432	1733
46	CCOc1ccccc1-n1c(=S)sc2c(=O)n(-c3ccccc3)c(=S)[nH]c21	1743	1745
47	Nc1cccc(-c2cc(-c3ccccc3)nc(-c3cccc(N)c3)n2)c1	1513	2296
48	CN(C)CC(C(=O)c1ccccc1)c1ccccc1 (stereo not drawn)	1563	1536
49	CCCCn1c(CN2CCOCC2)nc2c1c(=O)n(C)c(=O)n2C	1593	1866
50	Oc1cccc(C2c3[nH]c4ccccc4c3CCN2Cc2ccoc2)c1 (stereo not drawn)	1498	1665
51	COc1ccc(CCNC(=O)C2CCN(c3nccc(C)n3)CC2)cc1	1562	1744
52	O=c1cc(-c2ccccc2Cl)oc2ccc([N+](=O)[O-])c(O)c12	1567	1791
53	Cc1csc(Nc2ccc(Cl)cc2)[n+]1-c1ccc(Cl)cc1	1706	2105
54	Cc1ccc(-c2nc(Nc3cccc(C)c3)sc2CC(=O)O)cc1	1384	1879
55	CC1C/C(=C/c2ccco2)C(=O)/C(=C/c2ccco2)C1 (stereo not drawn)	1604	1967
56	CCN(C(=O)COC(=O)c1cccn1C)C1CCS(=O)(=O)C1 (stereo not drawn)	1530	1864
57	COc1ccc(Cl)cc1NC(=S)N1CCN(C(=O)C2CCCO2)CC1 (stereo not drawn)	1567	1707
58	c1ccc(-c2ccc(-c3ccccn3)nn2)nc1	1420	1885
59	O=S(=O)(Cc1ccccc1Cl)NCCOc1ccccc1	1600	1759
60	Cc1ccc(C(=O)Nc2ccc(C(=O)N/N=C/c3c[nH]c4ccccc34)cc2)cc1	1452	1933

As entered above:
SRC1 TRFRET art result of CCOc1ccccc1-n1c(=S)sc2c(=O)n(-c3ccccc3)c(=S)[nH]c21 : 1745
SRC3 TRFRET art result of c1ccc(-c2ccc(-c3ccccn3)nn2)nc1 : 1420

Returning to the listing; the 2 compounds before the break are reprinted first.
#	SMILES	SRC3 TRFRET art	SRC1 TRFRET art
59	O=S(=O)(Cc1ccccc1Cl)NCCOc1ccccc1	1600	1759
60	Cc1ccc(C(=O)Nc2ccc(C(=O)N/N=C/c3c[nH]c4ccccc34)cc2)cc1	1452	1933
61	O=C(OCc1cncs1)c1ccccc1	1647	1988
62	CC(=O)c1cc(-c2ccccc2)n(CCC(=O)NC2CCCC2)c1C	1694	1804
63	CCc1cc(=O)oc2cc3occ(-c4ccc(OC)c(F)c4)c3cc12	1526	1857
64	COc1ccccc1C(=O)Nc1ccccc1C(=O)N1C(C)CCCC1C (stereo not drawn)	1747	1981
65	CCn1cc(S(=O)(=O)N2CCN(Cc3ccc(F)cc3)CC2)cn1	1733	1630
66	Clc1ccc2nnnc(-c3ccccc3)c2c1	1477	1706
67	CCCCc1ccc(-n2c(Cc3cccs3)n[nH]c2=S)cc1	1366	1866
68	CCOC(=O)N1CCN(c2c(N3CCN(c4ccccc4OC)CC3)c(=O)c2=O)CC1	1632	1700
69	O=C(COC(=O)/C=C/c1ccccc1Cl)NCc1ccccc1	1545	1718
70	COC(=O)c1cc(-c2c(C)oc3cc(OC(C)C)ccc3c2=O)c(C)o1	1471	1675
71	COC(=O)c1ccc(-c2noc(CN3C[C@H]4CC[C@H]3C4)n2)cc1	1490	1817
72	NC(N)=N/N=C/c1ccc(Cl)c([N+](=O)[O-])c1	1555	1633
73	CN1CCC(=NNC(=O)CN(c2cccc(Br)c2)S(C)(=O)=O)CC1	1638	2273
74	Cc1nc(NC(=O)/C=C/c2ccc(C(C)(C)C)cc2)sc1C(=O)N(C)C	1321	1645
75	CCCCCC(=O)NC(=S)Nc1ccc(NC(=O)c2ccco2)cc1	1508	1860
76	CCOCCCNc1ccc(N2C(=O)C3CCCCC3C2=O)cc1[N+](=O)[O-] (stereo not drawn)	1447	1790
77	COc1ccc(N2CC(O)(c3ccc(F)cc3)[N+]3=C2CCCC3)cc1 (stereo not drawn)	1498	1359
78	COc1ccc(CC(=O)OCC(=O)Nc2cccc(Cl)c2)cc1	1598	1881
79	CS(=O)(=O)c1ccc(Cl)c(NC(=O)CCl)c1	1482	1921
80	COc1cc(C2CC(=O)Nc3cc(C)c(C)cc32)cc(OC)c1OC (stereo not drawn)	1448	1466

The list goes on.
#	SMILES	SRC3 TRFRET art	SRC1 TRFRET art
81	CC(=O)Nc1cccc(NC(=O)c2ccc([N+](=O)[O-])cc2Cl)c1	1680	1911
82	Cc1ccc(C(=O)NC(=S)NCC2CCCO2)cc1[N+](=O)[O-] (stereo not drawn)	1602	1686
83	Cc1nn(-c2ccc3ccccc3c2)c(=O)c2ccccc12	1588	1819
84	CN(C)c1nnnn1-c1ccc(Oc2ncc(C(F)(F)F)cc2Cl)cc1	1645	1788
85	O=C(O)CSC1CC(=O)N(c2ccc(Cl)cc2)C1=O (stereo not drawn)	1684	2044
86	O=c1c2ccc([N+](=O)[O-])cc2ncn1CCOc1ccc(Cl)cc1	1428	1368
87	Clc1nc(Cl)nc(N(c2ccccc2)c2ccccc2)n1	1627	1692
88	O=C(CSc1cccc[n+]1[O-])NCC1CCCCC1	1600	1778
89	CCCN(CC(=O)Nc1ccc(F)c(F)c1F)CC(=O)Nc1c(Cl)cccc1Cl	1603	1602
90	O=C(COc1ccccc1-c1ccccc1)NCCN1C(=O)S/C(=C\c2cccnc2)C1=O	1569	1659
91	COc1ccc2nc(NC(=O)[C@@H]3CCCN3C(=O)c3cccs3)sc2c1	1362	1580
92	N#CC/C(N)=N/NC(=O)CCCNc1ncc(C(F)(F)F)cc1Cl	1492	1745
93	Cc1cc(C(=O)N/N=C/c2c[nH]c3ccccc23)cs1	1546	1657
94	COc1ccc(N(CC(=O)Nc2ccccc2C(=O)NCC(C)C)S(C)(=O)=O)cc1	1449	1650
95	CCC(C(=O)NC1CCCCC1)n1c(SCc2cccc(F)c2)nc2ccncc21 (stereo not drawn)	1696	2045
96	Cc1onc(-c2c(F)cccc2Cl)c1C(=O)OCC(=O)NC(N)=O	1474	1691
97	CCC1(CC)Cc2ccccc2-c2nc(NCCCO)[nH]c(=O)c21	1640	1745
98	COc1ccc2nc(NCCNC(=S)NCCCN3CCOCC3)c(C#N)cc2c1	1478	1589
99	CCCCCC[n+]1c(-c2ccccc2)csc1Nc1ccccc1	1339	1432
100	CNc1ccccc1C(C)(C)c1cc(-c2cc(C)cc(C)c2)no1	1612	1822

5 compounds drawn at random from those above, as already listed:
#	SMILES	SRC3 TRFRET art	SRC1 TRFRET art
87	Clc1nc(Cl)nc(N(c2ccccc2)c2ccccc2)n1	1627	1692
84	CN(C)c1nnnn1-c1ccc(Oc2ncc(C(F)(F)F)cc2Cl)cc1	1645	1788
83	Cc1nn(-c2ccc3ccccc3c2)c(=O)c2ccccc12	1588	1819
88	O=C(CSc1cccc[n+]1[O-])NCC1CCCCC1	1600	1778
86	O=c1c2ccc([N+](=O)[O-])cc2ncn1CCOc1ccc(Cl)cc1	1428	1368

(next part)
#	SMILES	SRC3 TRFRET art	SRC1 TRFRET art
101	O=C(COc1ccc2ccccc2c1)N1CCN(C(=O)c2ccco2)CC1	1536	1770
102	CC(C)c1ccc(NC(=S)NN2CCOCC2)cc1	1473	1685
103	COc1cccc(C2CC(c3ccc(C)cc3)n3nc(N)nc3N2)c1 (stereo not drawn)	1574	1992
104	Cc1ccc(Cn2cnc3ccccc32)cc1C	1534	1828
105	Cc1cc(C)nc(SCCN(C)C)n1	1616	1813
106	O=S(=O)(c1ccc(-n2cnnn2)cc1)N1CCC(N2CCCCC2)CC1	1471	1591
107	Cc1cc(C)n(-c2ccc(C(=O)O)cc2)n1	1495	1868
108	Cc1ccc(C(=S)N2CCN(Cc3ccccc3)CC2)cc1	1489	1556
109	COc1cc(OC)c(NS(=O)(=O)c2cccc(C(=O)OCC(=O)NCC3CCCO3)c2)cc1Cl (stereo not drawn)	1460	1630
110	Clc1ccc(CSc2ccc(-c3cccnc3)nn2)cc1	1568	1879
111	O=C(NCc1ccco1)c1ccc(NS(=O)(=O)c2cccc([N+](=O)[O-])c2)cc1	1556	1968
112	CN1OC(Cn2cc(C#N)c(=O)n(C)c2=O)CC1c1ccccc1 (stereo not drawn)	1689	1786
113	N#CCCNc1c(Cl)cc(Cl)cc1C(=O)O	1645	1974
114	CCc1nnc(NC(=O)C(NC(=O)c2ccccc2Cl)C(C)C)s1 (stereo not drawn)	1406	1771
115	O=[N+]([O-])c1cccc(/C=N/n2c(C3CCCCC3)n[nH]c2=S)c1	1671	1792
116	O=C(N/N=C/c1coc2ccccc2c1=O)c1cc2ccccc2o1	1665	1985
117	NS(=O)(=O)c1ccc(Oc2ccc(S(N)(=O)=O)cc2)cc1	1684	1882
118	c1ccc2c(c1)ncn2CCn1cnc2ccccc21	1358	1667
119	O=[N+]([O-])c1cc2c(c(CSc3ncccn3)c1)OCOC2	1548	1744
120	c1ccc(-c2cn(-c3ccccc3)c3ncnc(NCCCN4CCOCC4)c23)cc1	1506	1928

(listing goes on)
#	SMILES	SRC3 TRFRET art	SRC1 TRFRET art
121	N#CC1=C(N)Oc2cc(N)ccc2C1c1ccsc1 (stereo not drawn)	1662	1768
122	Cc1nn(-c2ccccc2)c(C)c1/C=N/n1c(-c2ccc(Cl)cc2)n[nH]c1=S	1436	1649
123	Cc1cc(C)cc(NC(=S)N2CCN(Cc3ccccc3)CC2)c1	1584	1876
124	CCOC(=O)c1nccnc1C(=O)Nc1cccc(C(F)(F)F)c1	1541	1586

High-throughput results deposited in PubChem by The Scripps Research Institute Molecular Screening Center.
